Screening data (PubChem)
D3 ag: activates the human D3 dopamine receptor | D3R DiscoveRx beta-arrestin cells, luminescence, 90 min | P35462 | AID 652048 | max activation, % | 0.58% of 410,000 active; in the data active = max activation above about 30%; also: 0% is about no effect; mostly tested at two doses, the higher about 12 µM
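Agonist mode: compounds and dopamine controls were applied to plated cells for 90 min at 37 degrees C after an overnight attachment at 1500 cells/well. Luminescent read-out followed 30 - 60 minutes at room temperature with DiscoveRx detection reagent.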
PI5P4Ka inh: inhibitors of human PI5P4K alpha; P48426; PI5P4Kalpha enzyme, ADP-Glo luminescence, 60 min; active compounds read low; max response, %; 1.2% of 330,000 active; AID 652105; active = max response of -50% or lower; inconclusive = between -30% and -50%; inactive = -30% or higher; also: value at the top dose of about 77 µM; % is scaled to controls: 0 for no effect and ±100 for the full control effect
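Enzyme plus substrate dispensed, test compounds pinned in, then ATP (5 microM final) added. After 60 min at RT, ADP-Glo reagent 1 for 45 min and reagent 2 for 30 min preceded luminescence imaging.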
GLP1R ag: agonists of human GLP-1 receptor; 0.007% of 380,000 active; Potency, µM (doses to about 45.6 µM), inactives show at the highest dose activation, usual class: activators; AID 624172; P43220; HEK293 GLP-1R CRE-luciferase, luminescence, 4-6 h; cells express a hypersensitive GLP-1R form; also: potency is read from the fitted curve at half-maximal effect; % of control where 0% means no effect
Target sequence (P43220 whole entry, looked up): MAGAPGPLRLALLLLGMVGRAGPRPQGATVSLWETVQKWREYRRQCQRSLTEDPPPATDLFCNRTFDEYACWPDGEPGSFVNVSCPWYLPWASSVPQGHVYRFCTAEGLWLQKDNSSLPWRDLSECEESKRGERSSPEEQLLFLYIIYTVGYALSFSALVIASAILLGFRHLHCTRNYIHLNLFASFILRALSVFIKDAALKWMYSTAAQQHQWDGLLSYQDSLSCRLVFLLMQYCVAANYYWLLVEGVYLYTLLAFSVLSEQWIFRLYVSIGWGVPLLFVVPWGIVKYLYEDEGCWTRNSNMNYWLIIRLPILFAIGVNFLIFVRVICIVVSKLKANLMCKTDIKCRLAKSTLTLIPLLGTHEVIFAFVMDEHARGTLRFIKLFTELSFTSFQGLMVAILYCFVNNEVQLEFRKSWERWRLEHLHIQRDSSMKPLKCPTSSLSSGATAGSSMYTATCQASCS
DRD3 antagonist: blocks the human D3 dopamine receptor | P35462 | D3R cells, DiscoveRx beta-arrestin luminescence, antagonist mode; active compounds read low | max response, negative = inhibition, % | 2.5% of 360,000 active | AID 652054; in the data active = max response below about -50%; inconclusive = no clear call, values can overlap the other calls; also: % is scaled to controls: 0 for no effect and ±100 for the full control effect; mostly tested at two doses, the higher about 12 µM
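Cells expressing the human receptor were seeded at 1500 cells/well, incubated overnight at 37 degrees C in 5% CO2, then exposed to library compounds with dopamine controls for 90 minutes at 37 degrees C before luminescent detection.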
GLP-1R inv ag: GLP-1 receptor (human) inverse agonism | P43220 | AID 624417 | 1.6% of 410,000 active | Potency, µM (doses to about 38.3 µM), for the others: at the top dose activity change, negative = inhibition, usual class: inhibitors | HEK293 GLP-1R CRE-luciferase, luminescence, 24 h; GLP-1R form is constitutively active; also: potency is read from the fitted curve at half-maximal effect; % is scaled to controls: 0 for no effect and ±100 for the full control effect; nearly all actives have a fitted effect of over 55% in size
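Cells are plated, allowed 12 hours at 37 deg C, then treated with compounds for 24 hr before luciferase detection reagent is added and luminescence is read after 12 min at room temperature. The HEK293 line carries constitutively active GLP-1R with a cAMP-responsive reporter.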
WRN helicase inh: blocks human WRN helicase; 0.46% of 360,000 active; Potency, µM (titrated, usually from 114 µM), without a hit: at the top dose activity change, negative = inhibition, usual class: inhibitors; WRN helicase unwinding, fluorescent forked duplex, kinetic; also: potency is read from the fitted curve at half-maximal effect; % is scaled to controls: 0 for no effect and ±100 for the full control effect; nearly all actives have a fitted effect of over 55% in size
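Fluorescence dequenching readout, ex 525 nm/em 598 nm, kinetic mode: forked duplex DNA (100 nM final) with adjacent fluorophore and quencher unwound by WRN (20 nM final) with 2 mM ATP. Compound preincubation 15 min, room temperature.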
IL-2 act: IL-2 activation; IL-2 activation reporter assay, cell-based qHTS; stimulated with anti-CD3/CD4/CD28 beads; in transgenic mouse T cells; activation, % (series mostly up to about 46 µM); 0.065% of 360,000 active; AID 652025; in the data active = activation above about 50%; inconclusive = mostly about 30% to 49%; also: 0% is about no effect
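Readout: EGFP and DsRed signals by fluorescent plate cytometry. Unstimulated transgenic mouse T cells received compound 60 min before antibody-bead stimulation, then incubated 18 h at 37 degrees C.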
PLK1 PBD block: inhibitors of human PLK1 polo-box domain binding; Plk1 PBD binding of FITC phosphopeptide, fluorescence polarization; Potency, µM, for inactives: max response, negative = inhibition, hits mostly inhibitors; 2.8% of 360,000 active; also: potency is read from the fitted curve at half-maximal effect; series mostly up to about 57 µM; % is scaled to controls: 0 for no effect and ±100 for the full control effect; nearly all actives have a fitted effect of over 65% in size
Target sequence (P53350 whole entry, looked up, the tested form may be a part): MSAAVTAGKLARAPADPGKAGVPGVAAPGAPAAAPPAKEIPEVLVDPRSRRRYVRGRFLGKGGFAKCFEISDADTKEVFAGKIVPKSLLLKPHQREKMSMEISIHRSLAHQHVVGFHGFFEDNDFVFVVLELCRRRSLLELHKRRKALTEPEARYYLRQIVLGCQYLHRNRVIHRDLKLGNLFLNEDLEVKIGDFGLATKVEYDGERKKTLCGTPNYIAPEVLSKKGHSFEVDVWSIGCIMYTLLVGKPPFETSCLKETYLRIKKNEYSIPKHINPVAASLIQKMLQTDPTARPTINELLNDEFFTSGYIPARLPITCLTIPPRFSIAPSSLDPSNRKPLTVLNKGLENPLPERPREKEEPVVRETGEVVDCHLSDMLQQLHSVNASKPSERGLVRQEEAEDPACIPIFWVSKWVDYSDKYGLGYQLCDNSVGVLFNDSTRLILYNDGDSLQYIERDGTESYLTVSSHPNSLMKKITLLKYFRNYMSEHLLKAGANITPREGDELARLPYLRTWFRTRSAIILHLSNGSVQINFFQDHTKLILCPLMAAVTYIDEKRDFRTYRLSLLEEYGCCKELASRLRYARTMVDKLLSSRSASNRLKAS
GLP1R cytotox: cytotoxic in the GLP-1 receptor inverse agonist counter-screen; AID 624418; Potency, µM (top dose mostly 38.3 µM), for the others: top-dose activity change, negative = inhibition, most hits filed as inhibitors; HEK293 cAMP-luciferase reporter cells, luminescence, 24 h; 0.13% of 410,000 active;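 also: loss of luciferase light is scored as toxicity; potency is read from the fitted curve at half-maximal effect; % is scaled to controls: 0 for no effect and ±100 for the full control effect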
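Step one: seed cells (200 cells/uL, DMEM with 10% Nu serum, 1% pen-strep). Step two: 12-hour incubation at 37 deg C. Step three: pin 23 nL compound, incubate 24 hr. Step four: add luciferase reagent, read luminescence 12 min later.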
An asterisk follows results filed as active; [ ] = remark or other dose. Unless noted, calls follow the shape of the dose curve; as a rule, active = well fitted curve in the direction sought with a large enough effect; inconclusive = small, poorly fitted or top-dose-only effect, or another doubt; inactive = no such curve, though single readings can be large; an effect the other way counts as inactive or inconclusive. Rows were taken by chance. About 7.8% of those tested had a hit in this group.

What do the screens show for `CCOc1cc(/C=C\[N+](=O)[O-])ccc1OCC(=O)Nc1ccccc1C`?
D3 ag: 0; PI5P4Ka inh: inconclusive; GLP1R ag: 4%; DRD3 antagonist: -26; GLP-1R inv ag: inconclusive; WRN helicase inh: -12%; IL-2 act: -1.6; PLK1 PBD block: inconclusive; GLP1R cytotox: inconclusive

Results for O=C(Nc1ccccc1Cl)N1CCN(c2ccc3nncn3n2)CC1 ?
D3 ag: 2; PI5P4Ka inh: 6; GLP1R ag: 3%; DRD3 antagonist: 0; GLP-1R inv ag: 17%; WRN helicase inh: -4%; IL-2 act: -0.3; PLK1 PBD block: -2%; GLP1R cytotox: 10%

Results for CC(=O)Oc1ccccc1N(C(C)=O)S(=O)(=O)c1ccc(C)cc1 ?
D3 ag: 16; PI5P4Ka inh: -7; GLP1R ag: 4%; DRD3 antagonist: 3; GLP-1R inv ag: -21%; WRN helicase inh: -8%; IL-2 act: 1.5; PLK1 PBD block: -7%; GLP1R cytotox: -8%

Results for CC(C)(C)c1ccc(COn2c(=O)c(-c3ccco3)[n+]([O-])c3ccccc32)cc1 ?
D3 ag: 0; PI5P4Ka inh: -2; GLP1R ag: -1%; DRD3 antagonist: 43; GLP-1R inv ag: -8%; WRN helicase inh: 3%; IL-2 act: -0.2; PLK1 PBD block: 2%; GLP1R cytotox: 2%

What do the screens show for `O=c1[nH]c(=O)n(C2CC(O)C(CO)O2)cc1I` (stereo unspecified)?
D3 ag: -10; PI5P4Ka inh: -9; GLP1R ag: 4%; DRD3 antagonist: 6; GLP-1R inv ag: 21%; WRN helicase inh: 4%; IL-2 act: -2.9; PLK1 PBD block: 3%; GLP1R cytotox: -5%

Results for COC(=O)[C@@]1(Cc2ccc(OC)cc2)[C@H]2c3cc(C(=O)N4CCCC4)n(CCO)c3C[C@H]2CN1C(=O)c1ccccc1 ?
D3 ag: -9; PI5P4Ka inh: 0; GLP1R ag: 7%; DRD3 antagonist: -23; GLP-1R inv ag: 16%; WRN helicase inh: -2%; IL-2 act: 1.6; PLK1 PBD block: -10%; GLP1R cytotox: 11%

How did O=C(c1noc2c1CCCC2)N1CCCC(N2CCN(c3ccccc3F)CC2)C1 (stereo unspecified) do in these assays?
D3 ag: -1; PI5P4Ka inh: -3; GLP1R ag: -5%; DRD3 antagonist: -23; GLP-1R inv ag: -35%; WRN helicase inh: -5%; IL-2 act: -3.6; PLK1 PBD block: -8%; GLP1R cytotox: -16%

Results for COc1ccc(CN2CCNC(=O)C2CC(=O)NCCCn2cccn2)c(OC)c1 (stereo unspecified) ?
D3 ag: 4; PI5P4Ka inh: -2; GLP1R ag: 9%; DRD3 antagonist: 3; GLP-1R inv ag: 22%; WRN helicase inh: 5%; IL-2 act: -1.5; PLK1 PBD block: -18%; GLP1R cytotox: 5%

What do the screens show for `CCOC(=O)c1c(Cc2ccccc2)c[nH]c1C`?
D3 ag: 2; PI5P4Ka inh: -6; GLP1R ag: -2%; DRD3 antagonist: -8; GLP-1R inv ag: inconclusive; WRN helicase inh: -2%; IL-2 act: -2.2; PLK1 PBD block: 2%; GLP1R cytotox: 3%

What do the screens show for `N#Cc1cccnc1Oc1ccccc1`?
D3 ag: -3; PI5P4Ka inh: 0; GLP1R ag: 7%; DRD3 antagonist: -3; GLP-1R inv ag: 8%; WRN helicase inh: 1%; IL-2 act: -0.3; PLK1 PBD block: -4%; GLP1R cytotox: -13%

How did CCc1ccc(OCC2c3cc(OC)c(OC)cc3CCN2C(=S)NC)cc1 (stereo unspecified) do in these assays?
D3 ag: -1; PI5P4Ka inh: 5; GLP1R ag: 26%; DRD3 antagonist: -11; GLP-1R inv ag: inconclusive; WRN helicase inh: -4%; IL-2 act: 2.7; PLK1 PBD block: -13%; GLP1R cytotox: 12%

Results for CC(C)=C(NC(=O)c1ccccc1)C(=O)NC(Cc1ccccc1)C(=O)O (stereo unspecified) ?
D3 ag: 4; PI5P4Ka inh: 0; GLP1R ag: -1%; DRD3 antagonist: 4; GLP-1R inv ag: 1%; WRN helicase inh: 3%; IL-2 act: 0.6; PLK1 PBD block: -7%; GLP1R cytotox: -2%

How did CC1CCN(C(c2ccc(N(C)C)cc2)c2nnnn2C(C)(C)C)CC1 (stereo unspecified) do in these assays?
D3 ag: -4; PI5P4Ka inh: 3; GLP1R ag: -1%; DRD3 antagonist: 2; GLP-1R inv ag: 7%; WRN helicase inh: 3%; IL-2 act: -0.3; PLK1 PBD block: -3%; GLP1R cytotox: 19%

Results for CC(=O)Nc1ccc(S(=O)(=O)NC2CC(=O)N(c3ccc(C)c(C)c3)C2)cc1 (stereo unspecified) ?
D3 ag: -6; PI5P4Ka inh: 10; GLP1R ag: -5%; DRD3 antagonist: 4; GLP-1R inv ag: -9%; WRN helicase inh: 1%; IL-2 act: -0.5; PLK1 PBD block: 3%; GLP1R cytotox: 2%

How did Cc1ccc(/C=C2\SC(=S)N(CCC(=O)N3CCOCC3)C2=O)cc1 do in these assays?
D3 ag: 2; PI5P4Ka inh: -1; GLP1R ag: 5%; DRD3 antagonist: 1; GLP-1R inv ag: -12%; WRN helicase inh: -5%; IL-2 act: -1.9; PLK1 PBD block: -3%; GLP1R cytotox: -1%

How did Cc1ccc(Oc2ccc(OCC(=O)NC(C)C(=O)O)cc2)cc1 (stereo unspecified) do in these assays?
D3 ag: -1; GLP1R ag: -9%; DRD3 antagonist: 26; GLP-1R inv ag: -4%; WRN helicase inh: 1%; IL-2 act: -0.3; PLK1 PBD block: -5%; GLP1R cytotox: -1%

What do the screens show for `O=C(CSc1nnc(SCc2ccccc2Cl)s1)N/N=C/c1ccc(C(=O)O)cc1`?
D3 ag: -9; PI5P4Ka inh: -18; GLP1R ag: -4%; DRD3 antagonist: -18; GLP-1R inv ag: -14%; WRN helicase inh: -4%; IL-2 act: -3.6; PLK1 PBD block: -23%; GLP1R cytotox: 1%

What do the screens show for `CCOC(=O)C1=C(N)n2c(s/c(=C\c3cccnc3)c2=O)=C(C#N)C1c1cccnc1` (stereo unspecified)?
D3 ag: 2; PI5P4Ka inh: 0; GLP1R ag: -3%; DRD3 antagonist: 12; GLP-1R inv ag: 2%; WRN helicase inh: -7%; IL-2 act: -1.7; PLK1 PBD block: -3%; GLP1R cytotox: 3%

Results for COC(=O)c1ccc(NC(=S)NCCc2ccccc2C)cc1 ?
D3 ag: -8; PI5P4Ka inh: 2; GLP1R ag: -5%; DRD3 antagonist: -24; GLP-1R inv ag: inconclusive; WRN helicase inh: -33%; IL-2 act: 0.7; PLK1 PBD block: -17%; GLP1R cytotox: inconclusive

How did COc1ccc(C)cc1NC(=O)CC(O)(C(F)(F)F)C(F)(F)F do in these assays?
D3 ag: 3; PI5P4Ka inh: -1; GLP1R ag: 0%; DRD3 antagonist: -5; GLP-1R inv ag: 0%; WRN helicase inh: -2%; IL-2 act: 0.0; PLK1 PBD block: -3%; GLP1R cytotox: 6%

How did Cc1cccc(-c2oc3ccc(-c4ccc5c(c4)OCO5)cc3c2C#Cc2cncn2C)c1 do in these assays?
D3 ag: 10; PI5P4Ka inh: 2; GLP1R ag: -5%; DRD3 antagonist: 22; GLP-1R inv ag: 4%; WRN helicase inh: 12%; IL-2 act: -0.3; PLK1 PBD block: -12%; GLP1R cytotox: -21%

Results for COc1ccc(-c2ccc(SCC(=O)N3CCCC3)nn2)cc1OC ?
D3 ag: -4; GLP1R ag: inconclusive; DRD3 antagonist: -6; GLP-1R inv ag: 111%[activator]; WRN helicase inh: -6%; IL-2 act: -2.5; PLK1 PBD block: -10%; GLP1R cytotox: 5%

How did CC(C)(NC(=O)N1CCOCC1)c1cccc(C(C)(C)NC(=O)N2CCOCC2)c1 do in these assays?
D3 ag: -5; PI5P4Ka inh: 9; GLP1R ag: -5%; DRD3 antagonist: 14; GLP-1R inv ag: 5%; WRN helicase inh: -2%; IL-2 act: -0.5; PLK1 PBD block: -26%; GLP1R cytotox: 22%

How did COc1ccc(NS(=O)(=O)c2cccc3nsnc23)cc1Cl do in these assays?
D3 ag: 6; PI5P4Ka inh: -8; GLP1R ag: 11%; DRD3 antagonist: -7; GLP-1R inv ag: 1%; WRN helicase inh: -2%; IL-2 act: -0.1; PLK1 PBD block: 1%; GLP1R cytotox: -10%

What do the screens show for `Cc1ccc(OCCn2cccn2)c(C)c1`?
D3 ag: 2; PI5P4Ka inh: -1; GLP1R ag: 0%; DRD3 antagonist: -1; GLP-1R inv ag: 18%; WRN helicase inh: 11%; IL-2 act: -0.4; PLK1 PBD block: -4%; GLP1R cytotox: 5%

What do the screens show for `c1cncc(Cc2cc3ccccc3[nH]2)c1`?
D3 ag: -17; PI5P4Ka inh: -3; GLP1R ag: 7%; DRD3 antagonist: -3; GLP-1R inv ag: -11%; WRN helicase inh: 2%; IL-2 act: -0.7; PLK1 PBD block: 3%; GLP1R cytotox: 4%

How did COc1ccc(N2CCN(C(=O)c3ccc(OCC4CCCO4)cc3)CC2)cc1 (stereo unspecified) do in these assays?
D3 ag: -2; PI5P4Ka inh: 2; GLP1R ag: -2%; DRD3 antagonist: -14; GLP-1R inv ag: -1%; WRN helicase inh: 6%; IL-2 act: -2.3; PLK1 PBD block: -11%; GLP1R cytotox: -13%

Results for CC(C)(C)NC(=O)CCc1ncc(C(F)(F)F)cc1Cl ?
D3 ag: -4; PI5P4Ka inh: 7; GLP1R ag: 2%; DRD3 antagonist: 0; GLP-1R inv ag: -28%; WRN helicase inh: -10%; IL-2 act: -1.5; PLK1 PBD block: -9%; GLP1R cytotox: -7%

How did CCN(CC)CCCNc1ncnc2ccccc12 do in these assays?
D3 ag: -11; PI5P4Ka inh: 0; GLP1R ag: -4%; DRD3 antagonist: -7; GLP-1R inv ag: 13%; WRN helicase inh: -7%; IL-2 act: -2.4; PLK1 PBD block: -8%; GLP1R cytotox: -10%
